Compound activity as filed in PubChem BioAssay.
BRCT PPI green – inhibitors of human BRCA1 BRCT-phosphoprotein interaction (green fluorophore); AID 875; Potency, µM (highest dose often 76.9 µM), inactives show top-dose activity change, negative = inhibition, hits mostly inhibitors; BRCA1 BRCT-phosphopeptide binding, green fluorescence polarization; actives 0.05% (n = 75,000);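 further: potency means the concentration at half of the fitted maximal effect; plate controls were peptide without protein for full effect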
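Fluorescence polarization: His-tagged BRCT (~35 kDa BRCA1 C-terminus, 250 nM) bound to 100 nM fluorescein-labeled phosphorylated 10-aa BACH1 peptide, pH 7.3 phosphate buffer with DTT and Tween 20. Compounds incubated 12 min at room temperature; inhibition read as lowered polarization.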
A350 autofl – compound fluoresces in the Alexa 350 spectral region. Compound autofluorescence, 340/450 nm, Alexa 350 dye-equivalents; hits give high values. max dye-equivalent concentration, M. actives 11% (n = 59,000). AID 590; in the data active means max dye-equivalent concentration above about 10 nM; inconclusive means mostly about 1.1 nM to 9.6 nM
BRCT inh red – inhibitors of human BRCA1 BRCT-phosphoprotein interaction (red fluorophore); actives 0.03% (n = 75,000); BRCT-phosphopeptide binding, red fluorescence polarization; P38398; AID 892; Potency, µM (top dose mostly 76.9 µM), for the others: at the highest dose activity change, negative = inhibition, actives largely listed as inhibitors; further: on the % scale 0 is the no-effect control and ±100 the full control effect
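Fluorescence polarization: 100 nM His-tagged BRCA1 BRCT with 100 nM TAMRA-labelled phospho-BACH1 decapeptide, phosphate buffer pH 7.3 with 150 mM NaCl, DTT, 0.01% Tween 20; 12 min RT. Binding inhibition seen as FP decrease.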
TexasRed autofl – compounds fluorescent in Texas Red spectral region. actives 0.06% (n = 59,000). Compound fluorescence, Texas Red channel, 547/618 nm; hits give high values. max dye-equivalent concentration, M; in the data active means max dye-equivalent concentration above about 10 nM; inconclusive means between about 1.1 nM and that limit
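Compound fluorescence was read after 15 min at room temperature in 100 mM Tris, pH 8.0, using 547 nm excitation and 618 nm emission across a concentration series. It was expressed as Texas Red dye-equivalent concentration from an on-plate standard curve.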
USP2a inhib – inhibitors of human ubiquitin-specific protease USP2a. actives 0.1% (n = 60,000). O75604. Potency, µM (doses to about 38.3 µM), for inactives: at the top dose activity change, negative = inhibition, most hits filed as inhibitors. USP2a enzymatic assay, qHTS inhibition. AID 927;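 further: potency means the concentration at half of the fitted maximal effect; nearly all actives have a fitted effect of over 60% in size; plate controls were DMSO for no effect and NEM full inhibition control for full effect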
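Inhibition is measured in a cell-free coupled assay with 20 nM USP2 core, 20 nM Ub-PLA2 and 20 uM NBD C6-HPC, 2.5 h incubation. Activity normalized to NEM control.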
HEK293 cAMP ctrl – counter-screen for TSHR agonists: cAMP increase in parental HEK293 | parental HEK293 CNG cAMP sensor, membrane potential fluorescence | Potency, µM (titrated, usually from 57.1 µM), for inactives: at the top dose activation, most hits filed as activators | AID 938 | actives 2.5% (n = 73,000); further: potency means the concentration at half of the fitted maximal effect; % of control where 0% means no effect; nearly all actives have a fitted effect of over 55% in size
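Parental HEK 293 cells stably expressing a modified CNG channel (no TSHR) report cAMP rise as membrane depolarization. Membrane potential dye with 100 uM RO 20-1724 was loaded for 60 min at room temperature, then compound added for 30 min; fluorescence read at 590 nm.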
Casp7 inh – blocks human caspase-7 allosterically or competitively; recombinant caspase-7, Ac-DEVD-AFC fluorescence rate; Potency, µM (highest dose often 57.5 µM), without a hit: at the top dose activity change, negative = inhibition, actives largely listed as inhibitors; actives 0.02% (n = 75,000); active means well fitted inhibition curve with a large enough effect in the main read-out, with a control signal flat, not every such curve was filed as active; inconclusive means small, poorly fitted or top-dose-only effect, or a change in a side signal; further: potency means the concentration at half of the fitted maximal effect; % of control where 0% means no effect
4-MU autofl – compound fluoresces in the 4-MU spectral region. compound autofluorescence, 340/450 nm, 4-MU equivalents; hits give high values. max dye-equivalent concentration, M. actives 11% (n = 59,000); in the data active means max dye-equivalent concentration above about 10 nM; inconclusive means mostly about 1.1 nM to 9.6 nM
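Compounds in 100 mM Tris, pH 8.0, sat 15 min at room temperature before fluorescence was read at 340 nm excitation/450 nm emission; a per-plate six-point 4-MU standard curve converted signals to dye-equivalent concentration at each compound concentration.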
Casp1 inh – allosteric or competitive inhibitors of human caspase-1; P29466; Caspase-1 enzyme, Ac-WEHD-AFC fluorogenic rate; Potency, µM (titrated, usually from 57.5 µM), without a hit: at the top dose activity change, negative = inhibition, most hits filed as inhibitors; actives 0.03% (n = 75,000); AID 900;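 further: potency means the concentration at half of the fitted maximal effect; plate controls were vehicle for no effect and no substrate for full effect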
Fluorescein autfl – compound fluoresces in the fluorescein spectral region; Compound autofluorescence, 480/540 nm, fluorescein-equivalent; hits give high values; max fluorescein-equivalent concentration, M; actives 0.91% (n = 59,000); AID 593; in the data active means max fluorescein-equivalent concentration above about 10 nM; inconclusive means between about 1.1 nM and that limit
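First, buffer (100 mM Tris, pH 8.0) dispensed; second, compounds and fluorescein standards pinned in; third, 15 min room-temperature incubation; finally, imaging at ex 480 nm/em 540 nm. Fluorescence normalized against the six-point fluorescein curve.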
Rhodamine fluor – compound autofluorescence in rhodamine spectral region | Rhodamine-region fluorescence, 547/598 nm, Tris buffer; hits give high values | max dye-equivalent concentration, M | actives 0.05% (n = 59,000) | AID 594; in the data active means max dye-equivalent concentration above about 11 nM; inconclusive means between about 1.1 nM and that limit
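Intrinsic compound fluorescence, ex 547 / em 598 nm, CCD imager. Tris 100 mM pH 8.0; 15 min RT. Output = rhodamine dye-equivalent concentration at each compound concentration.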
* = called active by the depositor; i = inactive; ? = inconclusive; / = not tested or not shown; [ ] = another dose, or the depositor's remark. Unless noted, the call rests on the fitted dose curve; in most records, active means well fitted curve in the direction sought with a large enough effect; inconclusive means small, poorly fitted or top-dose-only effect, or another doubt; inactive means no such curve, though single readings can be large; an effect the other way counts as inactive or inconclusive. Not all compounds are listed; the hit share may differ from the screen's.

SMILES	BRCT PPI green	A350 autofl	BRCT inh red	TexasRed autofl	USP2a inhib	HEK293 cAMP ctrl	Casp7 inh	4-MU autofl	Casp1 inh	Fluorescein autfl	Rhodamine fluor
COc1ccc(CCNC(=O)CCn2cccc2)cc1OC	0.5%	/	0.7%	/	/	-19.2%	-0.7%	/	-0.6%	/	/
CN(C)S(=O)(=O)c1ccc(C(=O)Nc2ccc(OCC(=O)N3CCOCC3)cc2)cc1	1.1%	/	-0.1%	/	5.0%	0.8%	1.0%	/	-1.2%	/	/
COc1cc(C(=O)NCCc2ccc(S(N)(=O)=O)cc2)cc(OC)c1OC	-1.8%	i	0.6%	?	?	3.1%	-3.4%	i	-7.3%	i	i
O=C(Nc1nc(-c2ccncc2)cs1)c1ccc(S(=O)(=O)N2CCOCC2)cc1	-0.9%	i	0.1%	i	13.4%	11.5%	0.3%	i	-0.3%	i	i
O=C(Nc1ccon1)c1ccc2c(c1)OCO2	-1.2%	i	-0.7%	i	-5.9%	2.6%	1.1%	i	-0.4%	?	i
COc1ccc(C(=O)NCC2OCCc3ccccc32)c(O)c1 (stereo unspecified)	-0.5%	i	1.7%	i	-2.2%	-0.1%	-6.5%	i	-0.6%	i	i
CN(C)c1ccc(NC(=O)Nc2ccc3snnc3c2)cc1	-3.4%	i	0.2%	i	19.4%	-25.9%	-1.7%	i	-1.6%	?	i
COc1cccc(C2NC(=O)NC(C)=C2C(=O)Nc2ccc(C)cc2)c1OC (stereo unspecified)	1.0%	/	-0.1%	/	-0.4%	1.0%	-6.1%	/	0.9%	/	/
CC(C)CC(C(=O)Nc1ccc2c(c1)OCCO2)N1C(=O)c2ccccc2C1=O (stereo unspecified)	0.5%	i	-0.4%	i	62.3%[activator]	?	0.7%	i	-0.4%	i	i
CCC(C)(C)n1nnnc1C(c1cc2cc(OC)c(OC)cc2[nH]c1=O)N1CCc2ccccc21 (stereo unspecified)	0.6%	?	-0.5%	i	19.5%	?	-2.0%	i	-5.8%	?	i
COc1ccc(Cl)cc1N1C(=O)[C@@H]2C(c3cccc(OC)c3OC)=NO[C@@H]2C1=O	-0.9%	i	-1.3%	?	7.4%	7.5%	-2.9%	i	-3.9%	?	i
O=C(O)CCCC(=O)Nc1ccc(C(=O)NCc2cccnc2)cc1	2.0%	i	0.6%	?	-2.5%	-0.4%	1.5%	i	0.1%	i	i
CCn1cc(C(=O)N2CCOCC2)c(=O)c2cc(S(=O)(=O)N(C)C3CCCCC3)ccc21	-0.5%	/	0.8%	/	/	6.2%	-0.8%	/	2.2%	/	/
CCC(c1nnnn1CCC(C)C)N1CCC(C(N)=O)CC1 (stereo unspecified)	-2.3%	i	1.5%	i	6.4%	11.2%	-0.8%	i	0.2%	i	i
CCSc1oc(-c2ccco2)nc1S(=O)(=O)c1ccc(F)cc1	5.1%	i	0.0%	i	26.2%	?	-10.7%	i	-2.2%	?	i
CCCc1[nH]nc2c1C(c1ccc(OC)c(Cn3nc(C)c(Br)c3C)c1)C(C#N)=C(N)O2 (stereo unspecified)	-1.5%	i	-2.2%	i	13.3%	?	-3.6%	i	-3.4%	i	i
CCOC(=O)c1sc2nc3c(cc2c1N)COC(C)(C)C3	-1.0%	?	1.2%	?	6.0%	-10.4%	-17.7%	?	?	i	i
O=C(CS(=O)(=O)c1cn(Cc2cccc(F)c2)c2ccccc12)N1CCCCC1	2.2%	i	-1.0%	i	4.2%	?	1.5%	i	-0.4%	i	i
COC(=O)Cc1c(C)nc2nc(-c3ccc(OC)cc3)[nH]n2c1=O	0.1%	i	0.5%	?	-1.0%	-6.2%	0.3%	i	-1.0%	i	i
O=S(=O)(NC1CCc2ccccc21)c1ccc(S(=O)(=O)N2CCCC2)cc1 (stereo unspecified)	0.2%	i	0.0%	i	19.4%	?	-1.1%	i	-0.5%	i	i
O=C1C2C3C=CC(C3)C2C(=O)N1c1cccc2cccnc12 (stereo unspecified)	1.7%	/	-0.4%	/	5.0%[7.66 µM]	?	-1.4%	/	-5.1%	/	/
CC(=O)Nc1ccc(-c2nc3c(C)cccc3[nH]2)cc1	-7.3%	i	0.8%	i	-7.6%	-8.5%	-0.3%	i	1.1%	?	i
CS(=O)(=O)N(CCc1ccccc1)CC(=O)N1CCc2ccccc2C1	1.7%	1.96e-07M*	0.3%	i	8.0%	10.1%	-16.9%	1.88e-07M*	?	i	i
O=C(NCC1CCCO1)c1ccc(Cl)c(F)c1F (stereo unspecified)	-0.4%	i	-0.3%	?	4.4%	11.4%	0.0%	i	3.3%	i	i
CCCc1cc(-c2n[nH]c(C)c2-c2ccc(C(=O)OCC)o2)c(O)cc1O	-1.5%	i	-0.1%	?	?	1.4%	-6.3%	i	0.6%	?	i
CC1CCN(C(=O)Cn2cc3c(n2)CCCC3)CC1	-1.2%	/	0.4%	/	/	18.9%	-1.2%	/	0.7%	/	/
O=C(NCCC1=CCCCC1)C1CCCN(c2nc3ccccc3o2)C1 (stereo unspecified)	-1.4%	i	-0.5%	i	4.3%	?	-1.6%	i	-4.2%	i	i
COc1cccc(C2CC(c3ccc(C)cc3)n3nc(N)nc3N2)c1 (stereo unspecified)	-1.6%	/	1.4%	/	/	2.4%	-2.0%	/	-3.1%	/	/
c1ccc(Nc2nc(-c3cccs3)cs2)nc1	0.1%	i	1.1%	i	15.0%	-19.4%	-2.4%	i	-0.3%	?	i
N=C(N)[C@H](N=Nc1ccccc1)C(N)=O	-1.0%[15.4 µM]	i	1.7%[15.4 µM]	i	/	5.1%[11.4 µM]	-1.8%[11.5 µM]	i	-3.8%[11.5 µM]	i	i
O=C(NC1CCS(=O)(=O)C1)OC1CCCCC1 (stereo unspecified)	-1.8%	i	0.4%	i	-6.1%	-17.9%	2.7%	i	0.9%	i	i
CCCCCCn1c(SCC(C)C)nc2c1c(=O)[nH]c(=O)n2C	-1.5%	i	1.3%	i	0.3%	25.1µM*	-1.2%	i	2.6%	i	i
COc1ccccc1S(=O)(=O)Cc1ccc(C(=O)NCCN2CCCCCC2)o1	1.6%	/	0.2%	/	/	-1.6%	-0.2%	/	-2.5%	/	/
Cc1ccccc1NC(=O)C1CCCN1C(=O)NC1CCCCC1 (stereo unspecified)	-0.7%	i	0.2%	?	3.6%	?	1.6%	i	0.9%	i	i
Cc1cc(=O)[nH]c2c1c(C)nn2-c1ccccc1	-1.8%	i	-2.1%	i	-10.7%	-6.1%	-3.6%	i	0.5%	?	i
COc1ccc(-c2cc(C(=O)O)c(C)o2)cc1OC	-2.2%	i	0.3%	i	-6.8%	7.6%	-0.8%	i	0.6%	i	i
CSc1nc(C)c2cc(C)oc2n1	-3.9%	i	-0.4%	i	-0.7%	-6.6%	3.5%	i	-0.2%	?	i
O=C(NCC1CCCO1)C1CCCN(c2ncccn2)C1 (stereo unspecified)	1.1%	i	-0.4%	i	-0.9%	2.0%	-0.8%	i	1.6%	i	i
O=C(O)CCN1C(=O)c2ccc(NC(=O)c3cccs3)cc2C1=O	-2.3%	1.88e-07M*	-1.0%	i	-4.5%	3.2%	-3.9%	1.83e-07M*	-3.0%	i	i
CCN1C(=O)[C@H]2[C@H]3[C@H](O)[C@H](O)C/C(=N/NC(=O)OCc4ccccc4)[C@H]3CC[C@@H]2C1=O	-4.1%[15.4 µM]	/	0.3%[15.4 µM]	/	/	3.1%[11.4 µM]	1.1%[11.5 µM]	/	-1.0%[11.5 µM]	/	/
CCCCOc1ccc(-c2ncc(Cl)cn2)cc1	1.5%	/	2.1%	/	-0.5%[7.66 µM]	-3.2%[11.4 µM]	-0.3%	/	-2.8%	/	/
Nc1c2c(nc3ccccc13)CCCC2	3.7%	i	1.1%	i	-6.6%	-213.7%[inhibitor]	0.1%	i	-6.3%	?	i
Cc1ccc(-c2csc(NC(=O)c3cccc(S(=O)(=O)N4CCN(C)CC4)c3)n2)cc1	0.5%	i	1.2%	i	37.9%[activator]	21.8%	8.0%	i	1.9%	i	i
O=C(c1csnn1)N1CCC2(CC1)CN(c1ccncc1)C2	-2.6%	i	-1.4%	i	-6.7%	2.3%	-0.3%	i	-5.4%	i	i
Clc1ccccc1-c1nc(NCc2cccnc2)c2ccccc2n1	-1.6%	i	0.2%	i	83.4%[activator]	5.3%	-4.7%	i	-3.3%	i	i
CCOC(=O)C1CCCN(CC(=O)NC2=Nc3ccccc3N=C(C)C2c2ccccc2)C1 (stereo unspecified)	7.8%	?	-1.9%	i	8.9%	29.7%	-1.7%	i	-3.5%	?	i
COC(=O)CN(c1cccc(OC)c1)S(C)(=O)=O	-0.5%	i	0.3%	i	1.0%	2.5%	1.6%	i	-0.9%	i	i
O=C(NCC(c1cccnc1)N1CCN(c2ccc(F)cc2)CC1)OCc1ccccc1 (stereo unspecified)	-0.9%	i	-2.8%	?	6.9%	13.1%	-1.8%	i	1.2%	i	i
CCOC(=O)CC1=CSC2=NS(=O)(=O)CCN12	0.2%	i	0.3%	?	0.3%	-5.2%	-1.4%	i	1.7%	i	i
